MEKK3 PB1 HTS: MEKK3-MEK5 PB1 interaction, increase or decrease. 290,000 tested, 1.4% active. bead-based flow cytometry, Alexa488-MEK5 binding to MEKK3; actives lie on both sides; 0 = blocked by unlabeled MEK5, 100 = vehicle. binding response (% of control), % at 10 µM. Q99759;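 active = binding response more than 3 SD above or below the average of its plate-row segment, actives on both sides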;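 note: Alexa488 bead fluorescence after subtracting the streptavidin-only scavenger bead signal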
GalR3 antag: antagonists of human GalR3; O60755; HEK293 GalR3-CNG cAMP membrane potential fluorescence; galR3 body fused to GalR1 C-terminus; inhibition, % at 3 µM; 360,000 tested, 0.44% active;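 active = inhibition above the screen-wide average plus 3 SD, cut at about 13% in these data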;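 note: forskolin and galanin both at EC90 stimulate the cells; cAMP rise reported by CNG channel membrane potential dye signal; 0% = forskolin plus galanin with DMSO and 100% = forskolin alone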
Target sequence (O60755 1-299 limits assumed): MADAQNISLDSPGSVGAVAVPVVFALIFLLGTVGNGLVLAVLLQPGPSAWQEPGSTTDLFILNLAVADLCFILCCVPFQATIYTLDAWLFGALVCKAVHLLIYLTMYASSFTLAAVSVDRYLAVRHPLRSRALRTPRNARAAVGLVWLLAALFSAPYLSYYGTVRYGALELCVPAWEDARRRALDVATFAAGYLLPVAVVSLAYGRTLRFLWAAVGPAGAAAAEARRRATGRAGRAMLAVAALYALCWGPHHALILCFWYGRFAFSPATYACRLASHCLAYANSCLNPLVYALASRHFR
CRFBP-R2 block: blocks CRF-induced signaling of the CRF-BP/CRF-R2 complex; HEK293 CRF-R2/CRF-BP, CRF-induced calcium fluorescence; inhibition, % at 11.8 µM; 350,000 tested, 0.59% active;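 active = inhibition of the ligand-induced calcium signal above about 50% at the single tested concentration, limit read from the data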
MEKK2mut PB1 HTS: signal of MEK5 binding to mutant human MEKK2 PB1 domain; percent response, % at 10 µM; bead flow cytometry, Alexa488-MEK5 binding to MEKK2 mutant; 290,000 tested, 0.35% active; in the data active = percent response above about 24%, passing the limit was not always enough; note: inactives centre near 1; some results filed as inactive read as strong as hits
MEKK2 WT-MEK5: raises or lowers MEK5 binding to wildtype human MEKK2 PB1 domain | Q9Y2U5 | bead flow cytometry, Alexa488-MEK5 binding to MEKK2 WT; actives lie on both sides | binding response (% of control), % at 10 µM | 290,000 tested, 1.1% active | AID 1531; in the data active = binding response below about 67% or above about 130%
HCV NS3 hel inh: HCV NS3 helicase inhibition. inhibition, % at 10.9 µM. NS3 helicase DNA unwinding, Cy5 molecular beacon fluorescence. 290,000 tested, 0.56% active. AID 1800;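 active = inhibition above the mean of all tested compounds plus 3 SD, set per campaign, cut at about 35% in these data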;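 note: 0% = DMSO wells and 100% = thioflavine S control wells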
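System: HCV NS3 helicase fragment; control set: DMSO and thioflavine S; technique: Cy5 fluorescence at 0 and 60 min, beacon hairpin quenching; reagent: beacon DNA duplex substrate plus ATP; replicates: singlicate; schedule: 1 h reaction at 25 °C, ATP-initiated; medium: MOPS buffer pH 6.5 with MgCl2, DTT, Tween20, BSA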
CRFBP-R2 agonist: CRF-BP/CRF-R2 complex agonism; 350,000 tested, 0.46% active; HEK293 CRF-R2/CRF-BP, calcium dye fluorescence (FLIPR); percent of saturating CRF peptide response; AID 588473; activation, % at 13.2 µM;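 active = activation of at least 50%, plus an integration ratio under a set limit after plate pattern correction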;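 note: plate controls were neutral control wells without compound for no effect and CRF at EC100 for full effect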
SUMO HTRF inh: inhibitors of human SUMOylation (UBC9). 290,000 tested, 0.36% active. inhibition, % at 35 µM. AID 2006. HTRF SUMOylation assay, SAE1/SAE2 + UBC9, in vitro. P63279; in the data active = inhibition above about 50%, passing the limit was not always enough; note: strong numbers were not always called active
Target sequence (P63279 whole entry, looked up): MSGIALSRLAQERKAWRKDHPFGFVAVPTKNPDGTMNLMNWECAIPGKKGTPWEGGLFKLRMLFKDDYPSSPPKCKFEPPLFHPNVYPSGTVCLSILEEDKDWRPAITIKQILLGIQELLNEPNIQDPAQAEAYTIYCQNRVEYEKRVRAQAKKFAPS
FID counter: displaces DNA intercalator in HCV helicase counter-screen; inhibition, % at 7.9 µM; 290,000 tested, 0.17% active; DNA fluorescent intercalator displacement, fluorescence; in the data active = inhibition above about 37%;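 note: 0% = vehicle and 100% = reference compound; higher means more ethidium bromide displaced from hairpin DNA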
* marks the source's active call; other numbers are inactive results; . = no result given; [ ] = dose if it differs, or a comment. An excerpt; the hit share may differ from the screen's.

The opening two records (preview)
Below each compound: MEKK3 PB1 HTS, GalR3 antag, CRFBP-R2 block, MEKK2mut PB1 HTS, MEKK2 WT-MEK5, HCV NS3 hel inh, CRFBP-R2 agonist, SUMO HTRF inh, FID counter
1: O=C(CSc1nc(-c2ccccc2Cl)ns1)Nc1ccc2c(c1)OCO2
    130, -4, 18, 1, 105, 2, -1.1, 0, 0
2: CC(=O)NC(Cc1ccc(O)cc1)C(=O)NN (stereo not drawn)
    102, -2, 8, 0, 98, 1, 1.4, -1, -2

This part in full, from the first entry:
Below each compound: MEKK3 PB1 HTS, GalR3 antag, CRFBP-R2 block, MEKK2mut PB1 HTS, MEKK2 WT-MEK5, HCV NS3 hel inh, CRFBP-R2 agonist, SUMO HTRF inh, FID counter
1: O=C(CSc1nc(-c2ccccc2Cl)ns1)Nc1ccc2c(c1)OCO2
    130, -4, 18, 1, 105, 2, -1.1, 0, 0
2: CC(=O)NC(Cc1ccc(O)cc1)C(=O)NN (stereo not drawn)
    102, -2, 8, 0, 98, 1, 1.4, -1, -2
3: CCOC(=O)c1c(C)[nH]c(C)c1S(=O)(=O)N1c2ccccc2CC1C (stereo not drawn)
    102, -5, -8, 4, 102, -6, -0.7, -8, -31
4: CC(C)(C)c1nnc(NC(=O)CN2C(=O)C3C4C=CC(C4)C3C2=O)s1 (stereo not drawn)
    92, -6, -19, -10, 90, -1, 2.5, 10, -12
5: O=C(NCc1ccco1)C1CCN(S(=O)(=O)c2ccc(-n3cnnn3)cc2)CC1
    99, -2, -1, 12, 107, 3, 2.7, -4, -4
6: COc1ccc(Nc2cc(Sc3ccc(OC)cc3)ncn2)cc1
    104, -9, 31, 4, 107, -19, -1.4, -9, -30
7: COc1ccc(Br)cc1-c1noc(-c2ccncc2)n1
    108, 5, 10, 11, 106, 2, -2.8, -4, -4
8: COc1ccc(NC(=O)CN(C)S(=O)(=O)c2cnc[nH]2)cc1Cl
    105, -8, -26, 2, 111, 4, 0.6, 0, -4
9: Cc1ccc2oc(-c3ccc(NC(=O)c4ccncc4)cc3O)nc2c1
    97, -1, 2, -13, 91, -1, -0.9, 40, -12
10: O=C(Cc1ccc(Cl)cc1Cl)OCC(=O)c1ccc[nH]1
    100, -11, -8, 0, 99, -11, -1.1, -4, -13
11: CCCOP(=O)(c1ccc(N(C)C)cc1)C(O)c1cc(OC)ccc1OC (stereo not drawn)
    99, -4, 12, 0, 99, -9, -1.8, 10, -32
12: O=C(Cn1nc2sc3ccccc3n2c(=O)c1=O)c1cccs1
    100, 1, 10, -2, 96, -2, -4.9, 13, -4
13: COc1ccc(C2=NN(c3nc(-c4ccc(CNC(C)=O)cc4)cs3)C(c3ccco3)C2)cc1 (stereo not drawn)
    103, -6, 4, 5, 107, 27, 3.5, 7, -23
14: CCCn1nnc(NC(=O)c2ccc(OCC)c(Cl)c2)n1
    104, 5, -38, 5, 103, -8, 0.9, 6, -8
15: CCOc1ccc(C(C(=O)NC2CCCCC2)N(C(=O)c2csnn2)C2CC2)cc1 (stereo not drawn)
    96, -6, 4, -5, 94, -1, -1.0, 1, -28
16: Cc1ccc(/C=N/NC(=S)NC2CCCCC2)o1
    92, 3, -28, -21, 87, 0, 1.7, -12, -14
17: Cc1ccc(C)c(NC(=O)CCc2c(C)nn(-c3ccc(N4CCCCC4)nn3)c2C)c1
    101, 6, -3, 2, 103, -5, -1.4, 9, -50
18: O=C(CCc1ccc(S(=O)(=O)N2CCOCC2)cc1)Nc1nccs1
    100, -1, -12, 3, 100, 0, -0.7, 21, -6
19: CC(C)OCCCNC(=O)c1c(N)n(/N=C/c2ccccn2)c2nc3ccccc3nc12
    105, -5, -17, 2, 106, -10, -0.9, 16, 2
20: COCCn1c(C)cc(C(=O)CSc2ccc(NC(C)=O)cc2)c1C
    93, -2, -129, -3, 95, -2, 62*, 20, -7
21: Fc1ccc(-c2nc3cnccn3c2NC2CCCC2)cc1
    95, -1, -11, -14, 82, 1, -1.9, 54*, -18
22: COc1ccc(N(CC(=O)NCc2ccco2)S(=O)(=O)c2c(C)nn(C)c2C)cc1
    105, ., -7, 9, 106, -12, -6.9, 20, -7
23: Cn1c(Oc2ccccc2NCc2cccc(Br)c2)cc(=O)n(C)c1=O
    106, -4, 30, 3, 102, -3, 0.9, 0, -33
24: Cc1ccc(NC(=O)CN2CCCCCC2)c(Br)c1
    96, -2, -2, 0, 96, -2, -5.4, -10, 2
25: COc1ccc(-c2nn(-c3ccccc3)cc2C(=O)Nc2nccs2)cc1OC
    83, -7, 18, 3, 91, -40, 0.2, 11, -25
26: FC(F)(F)c1cc(N2CCOCC2)nc(-c2ccccc2)n1
    105, -2, 2, -1, 102, 3, -1.7, 4, 3
27: O=C(COC(=O)c1ccc2c(c1)C(=O)N(c1cccc3ncccc13)C2=O)c1ccc(Cl)cc1
    70*[inhibitor], -3, 43, -2, 80, -6, 0.2, 5, -3
28: Cc1ccc(CC(=O)OCC(=O)NC2CCCC(C)C2C)cc1C (stereo not drawn)
    107, -6, 5, 7, 106, -3, -1.3, -5, -31
29: CCOc1ccc(NS(=O)(=O)c2c(C)nc3sccn3c2=O)cc1
    103, ., -7, 6, 100, 2, 9.1, -1, -9
30: COc1ccc(-c2cc(-c3ccc(O)cc3)nc(N)c2C#N)cc1
    105, -9, 6, 5, 102, 11, 0.9, 9, -12
31: O=C(CCCCn1c(=O)c2ccccc2n(Cc2ccc(F)cc2Cl)c1=O)NCc1ccco1
    107, -6, 75*, 12, 101, 4, -2.8, 4, -36
32: CC(C)(CN1CCCC1)NS(=O)(=O)c1ccccc1
    103, 1, 2, -7, 100, 18, -2.4, -4, 1
33: Cc1ccccc1NC(=O)c1ccccc1
    101, -1, 10, -1, 98, 3, -1.1, 2, -1
34: CCn1c(-c2nonc2NC(=O)c2ccccc2)nc2ccccc21
    108, -6, 10, 11, 106, -3, 1.5, 13, 2
35: Cc1cc(C)cc(N2CC(C(=O)O)CC2=O)c1 (stereo not drawn)
    106, 0, 18, 7, 108, 1, -3.5, 18, 3
36: O=C(Nc1ccsc1C(=O)O)c1ccc(Cl)cc1
    106, -8, 8, 4, 108, 8, -1.6, -1, -1
37: Cc1ccc(C(C(=O)Nc2ccc3c(c2)OCO3)N(C)C(=O)Cc2c[nH]c3ccccc23)cc1 (stereo not drawn)
    109, -5, -20, -2, 102, -4, -0.4, -29, -21
38: CCCCN(CCCC)C(=O)c1cc2ccccc2c(=O)o1
    112, 3, -20, 0, 108, 3, 0.3, 17, -22
39: O=C(O)c1ccc(O)c(O)c1
    105, 13*, 7, 2, 93, 7, -1.5, 34, -3
40: Cc1cccc(NC(=S)N(CCN(C)C)Cc2cc3cc(C)cc(C)c3[nH]c2=O)c1
    94, 2, -11, 0, 109, -24, -1.6, 11, 4
41: COC(=O)CN1C(=O)C(C)(C)Oc2ccc(C(=O)NC3CCCC3)cc21
    102, 0, 22, -4, 100, 5, -1.4, 8, -16
42: CCC(C)(C)NC(=O)C1CCN(S(=O)(=O)c2cccs2)CC1
    93, -2, -7, 81*, 296*, -7, -0.2, 10, -2
43: CCN(Cc1ccc(O)cc1)CC1CCCN(CCc2cccc(F)c2)C1 (stereo not drawn)
    109, -13, 7, 5, 128, 1, 0.9, -2, 17
44: COc1ccc(C2C(Oc3ccccc3C)C(=O)N2Cc2ccc(F)cc2)cc1OC (stereo not drawn)
    99, -5, 15, 4, 101, -10, -1.9, -6, -30
45: CCn1c(C)cc2c(c1=O)C(c1ccccc1)C(C(=O)OC)=C(N)O2 (stereo not drawn)
    109, 0, -30, 3, 105, -3, -4.1, 8, 0
46: Cc1nc2ccccc2c(=O)n1NC(=O)c1cccnc1Cl
    83, -2, 9, -22, 76, 13, -2.2, -6, 0
47: CCOc1ccc(C(=O)Cn2cnc3ccccc3c2=O)cc1
    98, -7, 2, -3, 99, 5, -0.1, 11, -14
48: CCN(CC)CCCNC(=O)CN1C(=O)CSc2ccc(S(=O)(=O)N3CCOCC3)cc21
    108, -4, 6, -4, 96, 2, -1.6, 12, 3
49: CCNc1nc(NCC)nc(SCC(C)=O)n1
    126, -3, 0, 0, 114, -4, 2.2, -4, -2
50: N#C/C(=C/c1cccc([N+](=O)[O-])c1)C(=O)Nc1ccccc1O
    102, 0, -10, 8, 97, -5, 2.9, 9, 1
51: Cc1c(NC(=O)c2cc(C(C)C)on2)c(=O)n(-c2ccccc2)n1C
    95, ., -21, -1, 97, 5, -3.2, 17, -3
52: Cc1c(Cl)cccc1NC(=S)NCCN1CCOCC1
    106, 0, 43, -1, 107, 3, -3.0, -4, -5
53: CC(=O)N(/N=C1\Sc2ccccc2C1=O)c1ccccc1
    111, 2, -13, 7, 111, 1, 1.9, 44, 3
54: Cc1ccc(CNC(=O)c2ccc(-n3cccc3)cc2)cc1
    113, -1, -2, -1, 109, 26, 1.1, 32, -20
55: CCn1c(C)c(C)c2cc(C(=O)NCCCN3CCCCCC3)ccc21
    100, -7, 10, 17, 136*, -33, -2.6, 11, 7
56: COc1ccc(OC)c(NC(=O)[C@@]2(CC(=O)O)CC(/C=C/c3ccccc3)=NO2)c1
    101, -5, 14, 4, 99, 2, -2.7, -1, -26
57: CCOC(=O)c1sc(N(Cc2ccccc2)C(=O)CCl)nc1C
    95, 4, 11, 0, 96, 1, -1.8, -9, -21
58: COC(=O)c1[nH]c2cccc(C)c2c1NC(=O)CN1CCN(C(=O)c2ccco2)CC1
    103, 0, -32, -9, 103, 0, 1.1, 2, -26
59: COC(=O)c1ccccc1NC(=O)C/C(C)=N/NC(=O)Cc1ccc(Cl)cc1
    6.0*[inhibitor], -10, ., -11, 12*[inhibitor], 11, ., -3, -22
60: CCC(C)(NC(=O)c1ccccc1)C(=O)O (stereo not drawn)
    98, 11, -8, -1, 96, 6, -0.2, -8, -1
61: CCC1=C(OC(=O)N(CC)CC)N2C(=O)OC(=NCC(=O)OC)[C@]2(C)[C@H]2C1=CC[C@H]1C(=O)N(CC(=O)OC)C(=O)[C@H]12
    96, -2, 4, 6, 98, ., 1.3, 26, .

Compound activity (PubChem)
